ERK EGF block = EGF-driven ERK pathway inhibition; AID 1454; HEK293-V1b, EGF-stimulated phospho-ERK AlphaScreen; hit rate 0.41% among 130,000; Potency, µM (series often up to 11.5 µM), inactives show top-dose activity change, negative = inhibition, actives largely listed as inhibitors; active means well fitted inhibition curve with a large enough effect; inconclusive means small, poorly fitted or top-dose-only effect, or effect the other way;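 further: plate controls were stimulated vehicle wells for no effect and unstimulated vehicle basal for full effect; nearly all actives have a fitted effect of over 55% in size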
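Compounds are titrated over HEK293-V1b cells kept overnight in 1% FBS. After 30 min at 37C, EGF (25 nM final) triggers ERK phosphorylation for 5 min, measured by AlphaScreen in lysates.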
* = called active by the depositor; ? = inconclusive; [ ] = another dose, or the depositor's remark. Potency means the concentration at half of the fitted maximal effect. This is a subset; the hit share may differ from the screen's.

cpd	canonical_smiles	ERK EGF block
1	COc1cc2c(cc1OC)C1N(CC2)C(=O)CCC12C(=O)CCCC2=O (stereo not drawn)	-17.2%
2	COc1ccccc1NC(=S)N1CCN(c2nc(-c3ccccc3)cs2)CC1	1.4%
3	CCCOCC(O)CCc1n[nH]c(=S)n1-c1ccccc1 (stereo not drawn)	1.5%
4	CN(C)CCC(=O)c1cccc(Br)c1	-3.9%
5	O=C(/C=C/c1cccc(Cl)c1)NCCc1ccccc1	6.6%
6	O=C(O)c1cc([N+](=O)[O-])ccc1N1CCCCC1	-11.3%
7	CCOc1cc(/C=N\NC(N)=O)cc(Br)c1OC(C)C	0.4%
8	CC1=C(Cl)C2=NS(=O)(=O)CCN2C=C1Cl	-2.4%
9	COc1ccc(S(=O)(=O)Nc2nc3ccccc3nc2NCc2ccc3c(c2)OCO3)cc1	-0.6%
10	Cc1c(NC(=O)C(=O)N/N=C/c2cccs2)c(=O)n(-c2ccccc2)n1C	10.2%[57.5 µM]
11	Cc1ccc(N2CCN(c3ccc(NC(=O)CCC(=O)O)cc3)CC2)cc1	2.9%
12	Cc1cccc(-n2nc(C(=O)c3ccco3)cc(-c3nc4ccccc4[nH]3)c2=N)c1	?
13	O=C(/C=C/c1ccc(F)cc1)NC(=S)N1CCCCC1c1cccnc1 (stereo not drawn)	-4.1%[57.5 µM]
14	COc1ccc(-n2c(C)cc(/C=N/Nc3nc(N4CCOCC4)nc(N4CCOCC4)n3)c2C)cc1	3.1%
15	CCN(CC)c1ccc(/C=C2/SC(=O)N(C(C)C)C2=O)o1	28.2µM*
16	Cc1nc(N2CCOCC2)c2c(C)c(C(=O)Nc3ccccc3C(F)(F)F)sc2n1	-7.6%
17	CCCNC(=O)C12CCC(C)(C(=O)O1)C2(C)C (stereo not drawn)	-7.0%[57.5 µM]
18	CCOC(=O)Cn1c(=NC(=O)c2cccs2)sc2cc(C(=O)OC)ccc21	3.7%
19	Brc1ccccc1C1=Nn2c(nnc2-c2ccco2)SC1	-17.9%[57.5 µM]
20	COC(=O)C1C(=O)C=C(Nc2ccc(F)cc2F)CC1c1ccc(OC)cc1 (stereo not drawn)	5.7%
21	Cc1ccc(N2C(=O)CC(Sc3cccs3)C2=O)cc1 (stereo not drawn)	3.2%[57.5 µM]
22	Cc1ccc(OCCOCCN2CCN(C)CC2)c([N+](=O)[O-])c1	1.7%
23	O=C(COC(=O)/C=C/C(=O)OCC(=O)Nc1ccccc1F)Nc1ccccc1F	-11.1%[57.5 µM]
24	CC(=O)Nc1cccc(-c2nc3ccccc3[nH]2)c1	1.4%
25	Fc1ccc(N2CCN(c3nnnn3-c3ccccc3)CC2)cc1	-6.0%
26	CCOc1ccc2nc(COC(=O)c3ccncc3)c(C(=O)c3ccccc3)[n+]([O-])c2c1	-6.1%[57.5 µM]
27	Cc1ccc(CNS(=O)(=O)c2ccc3c(c2)CCN3C(=O)CCCC(=O)O)cc1	4.3%[57.5 µM]
28	NNC(=O)Cn1cnc2ccccc21	6.1%
29	Cc1ccc(Nc2ncnc3ccccc23)cc1	25.1µM*
30	Cc1ccccc1OCCOC(=O)c1nc2nccc(C)n2n1	0.8%
31	CCCc1c(C(=O)NNc2cccc(Cl)c2)cnn1-c1ccccc1	2.1%[57.5 µM]
32	CC(NCC(O)c1ccc([N+](=O)[O-])cc1)C12CC3CC(CC(C3)C1)C2 (stereo not drawn)	1.4%[57.5 µM]
33	CCN(Cc1ccncc1)Cc1nc(Cc2ccccc2Cl)no1	21.0%[57.5 µM]
34	O=C1CSC(c2cccnc2)N1Cc1ccc(Cl)cc1 (stereo not drawn)	-20.0%[57.5 µM]
35	CCCC(=O)Nc1cc(C)c(NC(=O)c2cccs2)cn1	-2.4%
36	Cc1nn(Cc2c(Cl)cccc2Cl)c(C)c1NC(=O)CCCn1nc([N+](=O)[O-])c(Cl)c1C	3.2%
37	O=Nc1onc(-c2ccc([N+](=O)[O-])cc2)c1NO	-1.6%
38	O=C(CSc1ccccn1)Nc1cccc([N+](=O)[O-])c1	-13.0%
39	COc1cc(NC(N)=S)c(OC)cc1Cl	12.6%[57.5 µM]
40	CN(CC1CCCO1)S(=O)(=O)c1ccc(C(=O)Nc2nccs2)cc1 (stereo not drawn)	1.0%[57.5 µM]
41	CCn1c(C)nc2cc(OC)ccc21	7.6%
42	O=C(NC(=S)NCc1ccncc1)c1ccccc1	-5.1%
43	COc1cc(/C=C2\N=C(c3ccccc3)OC2=O)ccc1OCc1c(C)no[n+]1[O-]	1.8%
44	FC(F)(F)c1nnc2n1N=C(c1cccs1)CS2	-9.6%
45	Cc1ccc(-c2c[n+]3c(n2-c2ccccc2)SCC3)cc1	-5.2%[57.5 µM]
46	CC(C1CCCC(=O)C1)[N+](=O)[O-] (stereo not drawn)	-10.4%
47	Cc1c(Br)c([N+](=O)[O-])nn1CC(=O)N(C)Cc1ccccc1	5.8%
48	CNS(=O)(=O)c1ccc(NS(=O)(=O)c2ccccc2F)cc1	14.7%
49	CC(C)(C)c1cnnn1-c1ccc(C=O)cc1	1.2%
50	NC[C@H](O)c1ccc(O)c(O)c1	-2.4%
51	CCCC(=NCCc1c(C)[nH]c2ccccc12)C1=C(O)CC(c2ccccc2)CC1=O (stereo not drawn)	-1.0%
52	O=C(O)CC/C(=N\NC(=O)CNC(=O)c1cccc(Cl)c1)c1ccccc1	-6.3%
53	CCC1CCCCN1C(=S)Nc1ccc(OC(F)F)cc1 (stereo not drawn)	16.0%
54	O=C(CC1C(=O)NCCN1CC1CCCCC1)NCc1ccc(F)cc1F (stereo not drawn)	-4.5%
55	CC(=O)S[C@H]1CC2=CC(=O)CC[C@@]2(C)[C@H]2CC[C@@]3(C)[C@H](CC[C@]34CCC(=O)O4)[C@@H]12	6.6%[25.7 µM]
56	CC(=O)Nc1nnc(CSCc2ccc(F)cc2)s1	9.4%[57.5 µM]
57	CCCCCCn1c(O)c(/C=C2\C=NN=C2c2ccccc2)sc1=S	21.3%
58	COc1ccc(N(CC(=O)N/N=C/c2cc3ccc(OC)cc3nc2Cl)S(=O)(=O)c2ccccc2)cc1	2.6%
59	CCC(C(=O)N1CCN(c2ccccc2OC)CC1)c1ccccc1 (stereo not drawn)	-3.3%
60	O=C(O)c1cccc(C(=O)c2cccc(C(=O)O)c2)c1	1.8%

The closing three entries of the section above come first, to join the parts.
cpd	canonical_smiles	ERK EGF block
58	COc1ccc(N(CC(=O)N/N=C/c2cc3ccc(OC)cc3nc2Cl)S(=O)(=O)c2ccccc2)cc1	2.6%
59	CCC(C(=O)N1CCN(c2ccccc2OC)CC1)c1ccccc1 (stereo not drawn)	-3.3%
60	O=C(O)c1cccc(C(=O)c2cccc(C(=O)O)c2)c1	1.8%
61	Cc1ccc(C)n1-c1ccc(N(C)C)cc1	0.3%
62	Cc1nccn1CCC(=O)Nc1ccc(Cl)cc1	8.2%
63	Cc1nc2sc3c(c2c(=N)n1N)CCCC3	-17.0%
64	CCc1ccccc1NC(=S)N1CCC(NC(=O)c2ccc(OC)cc2)CC1	-11.8%
65	C/C(=C\C(=O)Nc1cscc1C)C(=O)O	-4.1%[57.5 µM]
66	C=C(C)C(=O)O[C@H]1C/C(C)=C\C(=O)/C=C(\C)[C@H](O)[C@@H]2OC(=O)C(=C)[C@@H]21	5.0%[57.5 µM]
67	Nc1nc(CSC(=S)N2CCN(c3ccccc3)CC2)nc(Nc2ccc(F)cc2)n1	43.9%
68	Cc1ccccc1Nc1oc(-c2ccccc2)nc1-c1ccccc1	1.4%
69	O=C(CCc1ccccn1)NC1CCCc2c1cnn2-c1ccc(F)cc1F (stereo not drawn)	-1.7%
70	C[n+]1cccc(C2C(C#N)=C(N)Oc3c2ccc2ccccc32)c1 (stereo not drawn)	-1.6%[57.5 µM]
71	O=C1N=C(N2CCCC2)S/C1=C\C=C\c1ccccc1	-6.2%[57.5 µM]
72	COc1ccc(Br)cc1CN(C)CC(=O)Nc1c(Cl)cccc1Cl	19.7%

Values in list order from above.
ERK EGF block for entries 9–14 → -0.6%, 10.2%[57.5 µM], 2.9%, ?, -4.1%[57.5 µM], 3.1%

The results go on:
cpd	canonical_smiles	ERK EGF block
73	COc1ccc(C(=O)NCc2nnc(SCC(=O)N3CCOCC3)o2)cc1	9.6%
74	O=Cc1cccc(Oc2ccc([N+](=O)[O-])cc2[N+](=O)[O-])c1	-8.7%
75	S=C(NCCCN1CCOCC1)Nc1ccc(Nc2ccccc2)cc1	-1.8%
76	CC(C)Cn1cc(Cl)c(=O)n(CC(C)C)c1=O	42.1%
77	CS(=O)(=O)c1nsc2nc(=O)c(/C=C3\C=Nc4ccccc43)c(N)n12	-0.4%
78	O=C(Nc1cccc2ccccc12)NC1Cc2ccccc2C1	-3.1%[57.5 µM]
79	O=C(NC(=O)c1ccc(F)cc1)Nc1nc(-c2cccs2)cc(C(F)(F)F)n1	-0.1%
80	COc1ccccc1NS(=O)(=O)c1cccc(C(=O)N/N=C/c2ccc(C)o2)c1	-3.3%[57.5 µM]
81	Cc1c(Cl)ccc(S(=O)(=O)N2CCN=C2c2ccccc2)c1Cl	-5.1%
82	CC1(c2ccc(O)cc2)NC(=O)N(c2ccccc2)N1 (stereo not drawn)	-0.7%
83	O=C(O)c1cccnc1Sc1ccccc1Cl	-9.2%[57.5 µM]
84	Clc1ccccc1/C=C/c1ccnc2ccccc12	?
85	Cc1ccc(S(=O)(=O)NNC(=O)CCC(=O)Nc2ccc(C)cc2C)cc1	-8.1%
86	O=C1Nc2ccccc2Oc2cc([N+](=O)[O-])cc(Oc3ccccc3)c21	4.3%
87	CCCCC(=O)N/N=C(\C)CC(=O)Nc1ccccc1Br	3.4%
88	O=C(C1CCCO1)N1CCN(C(=S)Nc2ccc(Cl)c(Cl)c2)CC1 (stereo not drawn)	5.6%
89	O=C(NC1CCS(=O)(=O)C1)/C(=C\c1ccc(F)cc1)NC(=O)c1ccccc1 (stereo not drawn)	8.7%
90	COc1ccc(/C=C(/NC(=O)/C=C/c2ccccc2)C(=O)NCCCCCC(=O)O)cc1	0.9%[57.5 µM]
91	O=C(NCCCN1CCN(c2ccccc2F)CC1)Nc1ccccc1[N+](=O)[O-]	?
92	CCN(CC)C(=O)CSC1=N/C(=C/c2ccco2)C(=O)N1c1ccc(OC)c(Cl)c1	-3.7%
93	COc1ccc(N2CCN(C(=O)Cn3cncn3)CC2)cc1	-8.4%
94	COC(=O)N/N=C/c1ccc(-c2ccc(Cl)cc2Cl)o1	?
95	Cc1c(C(=O)N/N=C/c2ccc(Cl)cc2)[nH]c2ccc(Cl)cc12	-2.3%
96	COc1ccccc1Oc1ccc2c(c1)C(=O)N(c1cccc3ncccc13)C2=O	1.0%
97	COc1ccccc1Oc1ncnc2c1oc1ccccc12	4.0%
98	COc1cc([C@H]2c3cc4c(cc3[C@@H](O[C@H]3O[C@H]5CO[C@@H](C)O[C@H]5[C@@H](O)[C@@H]3O)[C@@H]3COC(=O)[C@H]23)OCO4)cc(OC)c1O	-5.1%[25.7 µM]
99	CC1CCc2ccccc2N1C(N)=Nc1ccccc1 (stereo not drawn)	-0.2%
100	C/C(=N/O)c1ccc2c(c1)OCCOCCOc1cc(/C(C)=N/O)ccc1OCCOCCO2	4.8%
101	CCOCCCNC(=O)C(NC(=O)Cc1cccs1)c1ccc(OC)cc1 (stereo not drawn)	5.0%
102	CCS(=O)(=O)N1CCC(C(=O)NCc2ccc(OC)cc2)CC1	-4.7%
103	O=C(Nc1cccc(C(F)(F)F)c1)OCCN1CCN(Cc2ccccc2)CCC1=O	-5.5%
104	COC1C[C@@H](O[C@@H]2C(C)C(=O)OC(C)C(C)[C@H](OC(C)=O)C(C)C(=O)[C@@]3(CO3)CC(C)C(OC3OC(C)CC(N(C)C)[C@H]3OC(C)=O)C2C)OC(C)[C@@H]1OC(C)=O (stereo partly drawn)	11.5%
105	O=C1c2ccc3c4c(ccc(c24)C(=O)N1c1ccc(O)cc1)C(=O)N(c1ccc(O)cc1)C3=O	-2.9%
106	O=C(CN1CCN(C(=O)c2ccco2)CC1)Nc1cccc([N+](=O)[O-])c1	-0.4%
107	C=CCNC(=O)C(=O)N/N=C/c1ccco1	-3.4%
108	CC(=O)c1c(C)oc2ccc(N(C(=O)c3ccncc3)S(=O)(=O)c3ccccc3)cc12	1.0%
109	CCOc1ccc(NC(=O)C2C3CC/C=C\CCC32)cc1 (stereo not drawn)	-2.9%[57.5 µM]
110	CCC1(c2ccccc2)NC(=O)N(Cc2ccc(C(=O)OC)cc2)C1=O (stereo not drawn)	-7.7%
111	CCCCCC(=O)NC(Cc1ccc(OC)c([N+](=O)[O-])c1)C(=O)O (stereo not drawn)	-2.0%
112	COC(=O)C1CC(c2ccc(Cl)cc2)=NO1 (stereo not drawn)	5.5%
113	CC(=O)Nc1ccc(S(=O)(=O)N(C)c2ccc(OCC(=O)OCC(=O)Nc3ccc(OC(F)F)cc3)cc2)cc1	-8.8%[57.5 µM]
114	C/C(=N\NC(=O)CNC(=O)C(c1ccccc1)c1ccccc1)c1ccccc1	3.9%
115	CC(C)(C)NC(=O)NC(=O)COC(=O)Cc1ccc(Cl)cc1Cl	4.0%
116	CCCCCOc1ccc(N2C(=O)C(C)CNC2=S)cc1 (stereo not drawn)	9.3%[57.5 µM]
117	O=C(NC(CCl)c1ccccc1)c1ccc(Cl)cc1 (stereo not drawn)	-10.9%
118	O=C(Nc1cccc2c1CCCC2)c1ccncc1	7.8%
119	COc1cccc(-n2c(CN3CCN(c4ccccn4)CC3)nc3ccc([N+](=O)[O-])cc3c2=O)c1	-6.4%
120	Cc1ccc(-c2n[nH]c(S(C)(=O)=O)c2C#N)cc1	-12.1%[57.5 µM]

Screening results deposited in PubChem BioAssay by National Center for Advancing Translational Sciences (NCATS).
